Jurkat NFkB inh – lowers PMA/ionomycin-induced NF-kB signal in Jurkat cells; PMA/ionomycin-induced NF-kB luciferase reporter, luminescence; inhibition, % at 4 µM; 330,000 tested, 0.53% active
Gli-Sufu antag – blocks Gli-Sufu signaling in a luciferase reporter; Sufu-KO-LIGHT fibroblasts, Gli luciferase reporter luminescence; inhibition, % at 5 µM; 340,000 tested, 0.74% active; AID 588413;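 active = inhibition above about 55%, limit read from the data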;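 note: 0% = DMSO-treated cells and 100% = wells with medium but no cells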
697 NFkB inh – lowers PMA/ionomycin-induced NF-kB signal in 697 B cells | 697 B-cell NF-kB luciferase reporter, 16 h | inhibition, % at 4 µM | 330,000 tested, 0.33% active | AID 435022; in the data active = inhibition above about 35%
SENP7 inh – SENP7 protease inhibition; Q9BQF6; recombinant SENP7, Z-RLRGG-aminoluciferin luminescence, 40 min; inhibition, % at 5 µM; 330,000 tested, 1.5% active; AID 434973;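 active = inhibition above about 50% at the single test dose, limit read from the data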;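 note: plate controls were DMSO with enzyme for no effect and no enzyme buffer wells for full effect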
Target sequence (Q9BQF6 706-1050 limits assumed): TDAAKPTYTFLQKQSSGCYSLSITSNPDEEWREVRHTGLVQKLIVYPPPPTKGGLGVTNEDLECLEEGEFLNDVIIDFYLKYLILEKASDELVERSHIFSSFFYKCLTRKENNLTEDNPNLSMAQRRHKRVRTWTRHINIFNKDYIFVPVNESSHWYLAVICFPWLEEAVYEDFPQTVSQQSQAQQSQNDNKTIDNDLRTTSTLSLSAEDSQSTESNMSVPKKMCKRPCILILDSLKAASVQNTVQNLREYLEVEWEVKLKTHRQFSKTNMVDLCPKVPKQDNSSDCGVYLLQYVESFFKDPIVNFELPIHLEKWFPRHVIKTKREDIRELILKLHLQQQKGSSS
SENP8 inh – inhibitors of human SENP8 protease | purified SENP8, Z-RLRGG-aminoluciferin cleavage, luminescence | AID 2540 | 330,000 tested, 1.2% active | inhibition, % at 10 µM
Target sequence (Q96LD8 whole entry, looked up): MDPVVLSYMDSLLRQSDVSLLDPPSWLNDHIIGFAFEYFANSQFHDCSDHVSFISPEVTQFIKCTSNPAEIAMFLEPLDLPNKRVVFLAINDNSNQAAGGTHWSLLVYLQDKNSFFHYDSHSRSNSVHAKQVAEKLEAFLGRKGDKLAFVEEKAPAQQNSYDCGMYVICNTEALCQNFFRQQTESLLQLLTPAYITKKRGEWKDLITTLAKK
HKDC1 inhibitor – HKDC1 (human) hexokinase inhibition | recombinant HKDC1, G6PDH/diaphorase resazurin coupled fluorescence | inhibition, % at 20 µM | AID 493160 | 340,000 tested, 0.16% active | Q2TB90;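 active = inhibition above about 35% when tested at 20 µM, limit read from the data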;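 note: plate controls were DMSO wells with enzyme for no effect and DMSO wells lacking enzyme for full effect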
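Assay system: in-house recombinant HK5 (HKDC1) enzyme. Input: HKDC1 at 5 µg/mL. Medium: Tris pH 8.0 buffer with MgCl2, Tween-20, BSA, BME. Dosing: single 20 µM dose. Schedule: 90 min reaction incubation at room temperature, dark. Signal: resazurin-to-resorufin fluorescence via G6PDH and diaphorase coupling, 525/613 nm. Controls: DMSO-enzyme wells negative, buffer-substituted wells positive.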
Apaf1 inhib – inhibitors of human Apaf-1 apoptosome. O14727. reconstituted apoptosome caspase-3 activity, DEVD-Rh110 fluorescence. inhibition, % at 20 µM. 330,000 tested, 0.71% active. AID 489030; active = inhibition of at least 40% at 20 µM;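 note: plate controls were DMSO wells for no effect and DEVD-CHO caspase inhibitor wells for full effect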
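System – cell-free apoptosome with Apaf-1, procaspase-3 and caspase-9 · Buffer or medium – pH 7.5 Hepes buffer with CHAPS, BSA, DTT · Also added – cytochrome c with DEVD-Rh110 · Times – 30 min compound preincubation, 50 min activation, room temperature · Technique – Rh110 fluorescence intensity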
UBC13 polyUb – blocks human UBC13 polyubiquitin chain formation. 330,000 tested, 0.47% active. inhibition, % at 20 µM. AID 485273. TR-FRET; in the data active = inhibition above about 45%, passing the limit was not always enough
Target sequence (P61088 whole entry, looked up): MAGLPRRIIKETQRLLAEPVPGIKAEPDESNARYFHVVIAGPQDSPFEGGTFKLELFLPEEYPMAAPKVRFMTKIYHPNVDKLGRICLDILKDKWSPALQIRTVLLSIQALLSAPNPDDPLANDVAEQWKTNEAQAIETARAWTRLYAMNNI
Active calls of the source: *; x = no result given. Cut-off read from the data, not from the text of the source, unless noted: active = inhibition above about 50%; inactive = the rest.

SMILES	Jurkat NFkB inh	Gli-Sufu antag	697 NFkB inh	SENP7 inh	SENP8 inh	HKDC1 inhibitor	Apaf1 inhib	UBC13 polyUb
CN(Cc1ccccc1)C1CCNCC1	-18	x	-2	-17	-10	-6	5	-2
Cc1ccc(CN2C(=O)CCC2C(=O)NCCN2CCN(c3cccc(Cl)c3)CC2)cc1 (configuration not stated)	23	-1	-3	-8	-3	12	-3	3
O=C(O)C1C2C=CC(C2)C1C(=O)NCc1cccnc1 (configuration not stated)	11	-4	17	-2	6	11	-4	3
Cc1c(Nc2ncnc3c2cnn3-c2ccccc2)c(=O)n(-c2ccccc2)n1C	-9	-17	0	2	-10	-7	-15	-4
S=C(Nc1cccc(Br)c1)c1ccccc1	-3	-19	-17	1	-6	-7	10	-3
O=C1CN(C(=S)NC(=O)c2ccc(-c3ccccc3)cc2)CCN1	-16	-12	-5	-9	-9	-3	1	-8
CC1(C)C(CSc2nc3ccccc3[nH]2)C1(Cl)Cl (configuration not stated)	-11	6	-34	-5	-15	-8	3	-2
COc1cccc(NC(=O)CSc2nnc(Cc3cccs3)n2-c2ccc(C)cc2)c1	-9	10	21	5	4	-3	8	9
O=C(/C=C/c1cccc([N+](=O)[O-])c1)NCCSCc1ccc(Cl)cc1Cl	-5	28	-7	0	10	2	-3	4
CN(C)/N=C/c1ccc(Sc2ccc([N+](=O)[O-])cc2[N+](=O)[O-])o1	-5	10	4	-4	-2	5	7	-3
COc1cc(OC)cc(C(=O)N(CCCN2C(=O)c3cccc4cccc(c34)C2=O)c2cccc(OC)c2)c1	-14	27	-30	-1	-4	12	22	6
CCOC(=O)c1ccc2[nH]c(C)cc(=O)c2c1	-7	-17	9	7	4	-5	5	8
Cc1ccc(S(=O)(=O)CCC(=O)OCC(=O)NCCc2ccc(F)cc2)cc1	1	-8	8	-7	0	-6	4	-3
CCCCn1c(SCC(=O)N(C)C)nnc1-c1ccncc1	1	-4	6	2	1	-11	-9	2
O=C(COC(=O)c1cccs1)Nc1ccccc1Cl	-4	3	-2	-5	-8	-3	2	8
CCn1c(COc2ccccc2)nnc1SCC(=O)Nc1ccc2c(c1)OCCO2	-2	14	-3	9	-2	-3	11	15
NC(=O)C1CCN(C(=O)c2ccc(Cl)c(S(=O)(=O)N3CCCCCC3)c2)CC1	-12	4	-10	10	-3	1	5	7
NN=C(c1ccccc1)c1ccccc1	3	4	-18	-10	-8	-1	-1	-4
Cc1ccc(NS(=O)(=O)c2cn(C)c(=O)n(C)c2=O)c(C)c1	6	-1	8	-7	5	-6	-6	-2
CCOC(=O)NNC(=O)c1[nH]c2ccc(Br)cc2c1-c1ccccc1	1	6	2	-2	-2	5	23	1
CN(CCc1ccccc1)C1CCCN(S(=O)(=O)N(C)C)C1 (configuration not stated)	-3	8	-21	-9	3	-3	-5	3
COc1ccc(OC)c(S(=O)(=O)Nc2ccc(O)c(Sc3ncn[nH]3)c2)c1	12	26	7	8	3	-6	-13	12
CCn1c(CNC(=O)Cc2ccc(OC)cc2)nnc1SCC(=O)c1ccc(Br)cc1	1	5	0	-8	-1	-2	8	9
CC(Cc1cccs1)NC(=S)Nc1ccc(F)cc1 (configuration not stated)	7	10	-19	1	0	-5	-8	7
C=CCC1(/C=N/O)CCOC(C)(C)C1 (configuration not stated)	-10	6	-6	-9	-2	-5	-25	-7
Cc1ccccc1C(=O)NC(=S)Nc1cccc(NC(=O)C(C)C)c1	10	-17	-9	-8	9	-2	-1	10
O=C(/C=C/c1ccc(Cl)cc1Cl)N1CCc2ccccc21	-155	-94	-195	92*	51*	9	5	-8
Cc1cc(C)n(Cc2ccc(F)cc2)c(=O)c1C#N	1	-3	10	4	4	-2	-19	3
C/C(=N\NC(=O)C(O)c1ccccc1)c1ccc(Cl)cc1 (configuration not stated)	-15	-2	-2	1	3	-4	4	4
C/C(=N\OCc1ccc(C#N)cc1)c1ccc(S(=O)(=O)N(C)C)cc1	-39	-34	-65	-8	1	3	24	-3

With a hit mark in SENP8 inh, among the entries above:
compound	Jurkat NFkB inh	697 NFkB inh	SENP7 inh	SENP8 inh	HKDC1 inhibitor	UBC13 polyUb
O=C(/C=C/c1ccc(Cl)cc1Cl)N1CCc2ccccc21	-155	-195	92*	51*	9	-8

Following part.
SMILES	Jurkat NFkB inh	Gli-Sufu antag	697 NFkB inh	SENP7 inh	SENP8 inh	HKDC1 inhibitor	Apaf1 inhib	UBC13 polyUb
Cc1ccc(NC2=CC(=O)C(=O)c3ccccc32)cc1	-48	12	-48	36	55*	27	87*	-229
Cn1ccnc1SCC(=O)c1ccc2ccccc2c1	-56	-77	-77	-11	-11	0	14	-6
O=C(NCC1CCCCC1)c1ccc(Br)o1	9	-2	15	-3	4	1	2	5
O=C(c1csc2c1CCCC2)N1CCN(c2ccccc2)CC1	0	0	-1	-3	-1	-11	-16	2
Cc1ccsc1C(=O)Nc1ccccc1N1CCOCC1	8	-1	14	4	5	-4	-7	-7
CCSCc1nnc(SCC(=O)Nc2nccs2)n1CC	-3	-3	-11	7	-3	-2	6	0
O=C(Nc1ccccc1F)Nc1ccccc1N1CCCCC1	4	-8	-22	-6	-7	6	17	4
O=C(CNc1ccccc1)Nc1ccc(F)cc1	-55	-31	-77	-8	6	-5	-9	-7
COc1ccc(S(=O)(=O)N2CCCCC2)cc1NC(=O)[C@@H]1CCCN1C(=O)c1cccs1	-9	1	-19	3	1	-6	5	-3
COc1c(C(=O)Nc2nccs2)ccc2ccccc12	-71	-83	-119	3	-2	-1	10	6

For reference, part of the list above:
SMILES	Jurkat NFkB inh	Gli-Sufu antag	697 NFkB inh	SENP7 inh	SENP8 inh	HKDC1 inhibitor	Apaf1 inhib	UBC13 polyUb
Cc1ccc(NC2=CC(=O)C(=O)c3ccccc32)cc1	-48	12	-48	36	55*	27	87*	-229
Cn1ccnc1SCC(=O)c1ccc2ccccc2c1	-56	-77	-77	-11	-11	0	14	-6

(more compounds)
SMILES	Jurkat NFkB inh	Gli-Sufu antag	697 NFkB inh	SENP7 inh	SENP8 inh	HKDC1 inhibitor	Apaf1 inhib	UBC13 polyUb
O=C(NCCc1ccc(C(F)(F)F)cc1)C1CC(=O)N(c2ccc3c(c2)OCCO3)C1 (configuration not stated)	-4	-25	1	-9	-2	-7	-1	-13
CCCC(=O)Nc1ccc(Cl)c(NC(=O)c2ccc(Br)o2)c1	-15	-15	4	-4	-4	-10	0	-10
C[C@@H]1CN([C@@H](C)CO)C(=O)c2cc(NC(=O)CCC(F)(F)F)ccc2O[C@H]1CN(C)S(=O)(=O)c1ccc(Cl)cc1	13	8	22	2	8	5	7	3
O=C(NCC1CCCCC1)c1cccc(Br)c1	-24	30	-18	-4	-8	4	5	-2
COc1ccc(OC)c(NC(=O)CSC2=NN3CCCC(=O)N=C3S2)c1	18	1	12	-4	8	13	-6	-2
O=CN1CCN(C(=O)c2ccccc2Cl)CC1	0	-13	-5	-9	-12	-4	6	-2
O=C1O/C(=C\C(=O)N2CCOCC2)c2ccccc21	-22	11	0	5	4	-4	-141	-4
O=C(c1ccc(Cl)cc1Cl)N1CCN(c2ccccn2)CC1	-2	14	-6	-13	-6	-5	3	-5
O=C(Nc1ccc(Cl)c(S(=O)(=O)N2CCOCC2)c1)C1=NN(c2ccccc2)C(=O)CC1	-3	8	-17	4	-9	-3	18	-15
O=C(Cc1cccs1)Nc1cccc(-c2ccc3nncn3n2)c1	1	17	21	-2	-6	-2	-13	13
Cc1ccccc1NCC(=O)N=Nc1c(O)[nH]c2ccc([N+](=O)[O-])cc12	5	9	-10	-2	3	1	-16	-19
CC(C)CCC(C(=O)NC(C)c1ccccc1)C(=O)NC(C)c1ccccc1 (configuration not stated)	-6	3	-5	0	-3	-3	-5	-3
COc1cccc(/C=N/NC(=O)C(C)Cn2cnc3ccccc32)c1 (configuration not stated)	-15	-3	-20	-12	1	0	-11	4
CCOc1ccccc1N1CCN(CC(=O)Nc2cc(C)on2)CC1	-1	1	-7	9	4	15	-8	-2
Cn1c(SCC(=O)N/N=C/c2ccc([N+](=O)[O-])s2)nnc1-c1ccccc1	-2	8	21	23	17	-4	4	-34
COc1ccc(N(C)C(=O)Cn2c(=O)oc3ccccc32)c(OC)c1	-3	1	2	-3	3	0	5	-8
Cc1cccnc1NC(=O)Nc1ccccc1	-36	-54	-21	0	-12	-7	-12	11
Cc1cc(N)c(C)c([N+](=O)[O-])c1C	5	2	-3	-2	-3	-15	3	6
COc1ccc(CCNC(=O)CC2C(=O)NCCN2CC(C)(C)C)cc1 (configuration not stated)	-5	-5	-4	-7	2	-8	1	3
COc1cc(/C=C/C(=O)c2ccc(NS(=O)(=O)c3ccc(C)cc3)cc2)ccc1OC(F)F	6	3	16	-1	3	-1	4	-2
Cc1ccccc1NC1=NCC(c2ccc([N+](=O)[O-])cc2)S1 (configuration not stated)	-19	1	-13	8	-11	-2	17	9
CC(C)NC(=O)C1CCN(C2CCN(Cc3nc4ccccc4s3)CC2)CC1	11	3	9	2	1	-6	2	7
CCCn1nc2cc(C(=O)NC3CCCc4ccccc43)ccc2c1OCC (configuration not stated)	5	1	18	9	-11	-9	13	6
CCOC(=O)c1sc2nc3c(SCCC#N)cc(C(=O)c4cc(F)ccc4O)cn3c(=O)c2c1C	7	11	-10	3	2	-5	8	2
COC(=O)CC1NCCNC1=O (configuration not stated)	11	-1	19	7	0	-4	3	-2
COc1ccc(C(=O)NC2CCCc3ccccc32)cc1OC1CCN(C(C)=O)CC1 (configuration not stated)	6	47	-5	10	-3	5	6	-6
O=c1c([N+](=O)[O-])c(N2CCCCC2)c2ccccc2n1-c1ccccc1	13	-9	0	1	-3	-5	4	-3
O=C(CSc1nnc(CNC(=O)c2ccccc2F)o1)NCc1ccco1	10	-11	1	-3	-6	-4	-12	5
CCc1cccc(C)c1NC(=O)CSc1nnc(C)o1	-4	3	-4	0	5	-8	-6	1
CCOC(=O)C1Nc2ccc(Br)cc2C2C=CCC12 (configuration not stated)	9	6	5	-2	1	0	16	-19

The closing 5 entries of the section above are carried over, then new ones follow.
SMILES	Jurkat NFkB inh	Gli-Sufu antag	697 NFkB inh	SENP7 inh	SENP8 inh	HKDC1 inhibitor	Apaf1 inhib	UBC13 polyUb
COc1ccc(C(=O)NC2CCCc3ccccc32)cc1OC1CCN(C(C)=O)CC1 (configuration not stated)	6	47	-5	10	-3	5	6	-6
O=c1c([N+](=O)[O-])c(N2CCCCC2)c2ccccc2n1-c1ccccc1	13	-9	0	1	-3	-5	4	-3
O=C(CSc1nnc(CNC(=O)c2ccccc2F)o1)NCc1ccco1	10	-11	1	-3	-6	-4	-12	5
CCc1cccc(C)c1NC(=O)CSc1nnc(C)o1	-4	3	-4	0	5	-8	-6	1
CCOC(=O)C1Nc2ccc(Br)cc2C2C=CCC12 (configuration not stated)	9	6	5	-2	1	0	16	-19
Cc1nnc(SCC(C)C)[nH]c1=O	2	3	-4	3	2	-1	2	0
CCCn1nnc(NC(=O)c2cc(Br)cc(Br)c2OC)n1	-8	-10	-5	-4	-4	8	15	-13
COc1ccc(NC(=O)C(NCC(C)C)c2ccccc2)cc1Cl (configuration not stated)	-1	5	22	-6	-6	-9	-10	2
O=C(Nc1cc(S(=O)(=O)N2CCOCC2)ccc1N1CCCC1)c1ccc2c(c1)S(=O)(=O)c1ccccc1C2=O	-16	2	22	9	0	-12	-5	1
O=C1NC(=S)N/C1=C/c1cccc2ccccc12	-8	-7	3	5	-10	2	7	12
COc1ccc(CCNc2nc(-c3ccc(O)cc3)cs2)cc1OC	-20	-7	-10	9	0	0	0	-6
COCCNC(=O)COc1ncnc2ccc(Br)cc12	-6	2	-2	-5	0	3	-2	5
Cc1ccc(-c2nnc(/C=C/c3ccccc3)o2)cc1	-188	-31	-312	-2	42	-9	19	-8
N#C[C@@H]1N(Cc2ccccc2)C(=O)[C@H]2CC3C=CC21O3 (some centres not stated)	3	-3	19	3	5	-1	-10	2
NC(=O)CC(NC(=O)c1ccccc1)c1ccc(NCc2ccccc2)c([N+](=O)[O-])c1 (configuration not stated)	7	-21	-23	-10	2	-4	14	-64
O=C(Cc1ccccc1)N1O[C@H]2C=C[C@@H]1CC2	x	-1	6	-8	x	-1	7	x
CC(C)CC(=O)NC(=S)Nc1ccccc1C(F)(F)F	-14	-12	-32	12	-1	-5	15	9
